# FID counter – compounds displacing fluorescent DNA intercalator, primary screen, artefact control for HCV NS3 helicase inhibitor project, biochemical, FID fluorescence. DNA fluorescent intercalator displacement. inhibition, % at 7.9 µM. 290,000 compounds, 0.17% hits. AID 1845, 2009; in the data active = inhibition above about 37%;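 note: 0% = vehicle and 100% = reference compound; higher means more ethidium bromide displaced from hairpin DNA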
# CRFBP-R2 block – antagonists of CRF-BP/CRF-R2 complex, primary screen, cell-based, HEK293, calcium dye fluorescence, uHTS. CRF-induced calcium fluorescence. inhibition, % at 11.8 µM. 350,000 compounds, 0.59% hits;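 active = inhibition of the ligand-induced calcium signal above about 50% at the single tested concentration, limit read from the data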
# HCV NS3 hel inh – inhibitors of HCV NS3 helicase, primary screen, biochemical, Cy5 molecular beacon fluorescence; NS3 helicase DNA unwinding; inhibition, % at 10.9 µM; 290,000 compounds, 0.56% hits;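 active = inhibition above the mean of all tested compounds plus 3 SD, set per campaign, cut at about 35% in these data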;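 note: 0% = DMSO wells and 100% = thioflavine S control wells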
#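 assay system = NS3 helicase fragment of HCV | buffer or medium = MOPS pH 6.5, MgCl2, DTT, Tween20, BSA | timing = 60 min unwinding reaction at 25 °C after ATP addition | signal = Cy5 beacon fluorescence read at start and 1 h | read-out basis = % inhibition of unwinding | control set = low DMSO, high thioflavine S at 110 µM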
# CRFR2-BP ag – agonists of CRF-BP/CRF-R2 complex, primary screen, cell-based, HEK293, calcium dye fluorescence, uHTS; CRF-binding protein / CRF receptor 2 complex (human); calcium dye fluorescence (FLIPR); percent of saturating CRF peptide response; activation, % at 13.2 µM; 350,000 compounds, 0.46% hits;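 active = activation of at least 50%, plus an integration ratio under a set limit after plate pattern correction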;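 note: plate controls were neutral control wells without compound for no effect and CRF at EC100 for full effect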
# MEKK2 mut-MEK5 – MEK5 binding signal on mutant MEKK2 PB1, primary screen, biochemical, multiplex bead flow cytometry, Alexa488-MEK5; Alexa488-MEK5 binding to MEKK2 mutant; percent response, % at 10 µM; 290,000 compounds, 0.35% hits; in the data active = percent response above about 24%, passing the limit was not always enough; note: inactives centre near 1; some results filed as inactive read as strong as hits
# GalR3 antagonist – GalR3 antagonists in HEK293 cells, primary screen, cell-based, fluorescence readout. HEK293 GalR3-CNG cAMP membrane potential fluorescence; galR3 body fused to GalR1 C-terminus. inhibition, % at 3 µM. 360,000 compounds, 0.44% hits;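 active = inhibition above the screen-wide average plus 3 SD, cut at about 13% in these data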;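 note: forskolin and galanin both at EC90 stimulate the cells; cAMP rise reported by CNG channel membrane potential dye signal; 0% = forskolin plus galanin with DMSO and 100% = forskolin alone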
# Target sequence (O60755 1-299 limits assumed): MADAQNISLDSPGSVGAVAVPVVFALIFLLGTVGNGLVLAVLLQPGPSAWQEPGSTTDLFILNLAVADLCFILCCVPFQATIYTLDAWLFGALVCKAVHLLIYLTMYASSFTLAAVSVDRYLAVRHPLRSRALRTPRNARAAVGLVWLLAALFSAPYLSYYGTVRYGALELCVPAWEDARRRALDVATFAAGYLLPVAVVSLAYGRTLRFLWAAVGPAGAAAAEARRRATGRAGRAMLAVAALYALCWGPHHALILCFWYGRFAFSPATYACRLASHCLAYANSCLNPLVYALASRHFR
# MEKK3 PB1 HTS – modulators of MEKK3-MEK5 PB1 binding, primary screen, biochemical, wildtype MEKK3, multiplex bead flow cytometry, Alexa488-MEK5; Mitogen-activated protein kinase kinase kinase 3 (Homo sapiens), Q99759; bead-based flow cytometry, Alexa488-MEK5 binding to MEKK3; actives lie on both sides; 0 = blocked by unlabeled MEK5, 100 = vehicle; binding response (% of control), % at 10 µM; 290,000 compounds, 1.4% hits; AID 1529, 2009;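 active = binding response more than 3 SD above or below the average of its plate-row segment, actives on both sides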;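 note: Alexa488 bead fluorescence after subtracting the streptavidin-only scavenger bead signal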
# Target sequence (Q99759 whole entry, looked up): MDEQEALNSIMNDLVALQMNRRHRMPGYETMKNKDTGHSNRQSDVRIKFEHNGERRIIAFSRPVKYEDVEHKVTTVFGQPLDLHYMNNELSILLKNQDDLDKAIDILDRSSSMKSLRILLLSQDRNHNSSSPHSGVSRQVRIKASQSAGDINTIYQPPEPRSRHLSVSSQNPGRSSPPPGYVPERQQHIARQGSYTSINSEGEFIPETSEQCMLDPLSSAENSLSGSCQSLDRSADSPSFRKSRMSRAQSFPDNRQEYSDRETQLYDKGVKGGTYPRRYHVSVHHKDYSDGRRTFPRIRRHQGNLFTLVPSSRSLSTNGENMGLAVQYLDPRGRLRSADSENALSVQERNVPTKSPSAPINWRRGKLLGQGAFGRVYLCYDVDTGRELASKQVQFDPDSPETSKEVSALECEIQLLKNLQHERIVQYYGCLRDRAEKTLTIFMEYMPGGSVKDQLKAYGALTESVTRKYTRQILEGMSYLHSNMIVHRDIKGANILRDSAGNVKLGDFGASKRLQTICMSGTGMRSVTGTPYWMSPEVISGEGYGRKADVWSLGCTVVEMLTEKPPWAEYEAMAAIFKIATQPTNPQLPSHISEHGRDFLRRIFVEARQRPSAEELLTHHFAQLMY
# UBC9 SUMO inh – inhibitors of in vitro SUMOylation cascade, primary screen, biochemical, HTRF, uHTS | SUMO-conjugating enzyme UBC9 (Homo sapiens), P63279 | 290,000 compounds, 0.36% hits | HTRF SUMOylation assay, SAE1/SAE2 + UBC9 | inhibition, % at 35 µM | AID 2006, 2009; in the data active = inhibition above about 50%, passing the limit was not always enough; note: strong numbers were not always called active
# Target sequence (P63279 whole entry, looked up): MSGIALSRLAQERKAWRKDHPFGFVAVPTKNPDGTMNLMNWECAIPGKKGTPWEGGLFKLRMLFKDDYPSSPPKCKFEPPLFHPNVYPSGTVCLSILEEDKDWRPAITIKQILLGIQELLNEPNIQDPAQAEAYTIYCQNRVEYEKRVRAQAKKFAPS
# MEKK2 WT-MEK5 – modulators of MEK5 binding to wildtype MEKK2, primary screen, biochemical, multiplex bead flow cytometry, Alexa488-MEK5; AID 1531, 2009; Mitogen-activated protein kinase kinase kinase 2 (Homo sapiens), Q9Y2U5; Alexa488-MEK5 binding to MEKK2 WT; actives lie on both sides; binding response (% of control), % at 10 µM; 290,000 compounds, 1.1% hits; in the data active = binding response below about 67% or above about 130%
# The depositor's hits bear a star; · = no result given; [ ] = another dose, or the depositor's remark. These rows are one share of the data; count on the stated rates, not on these rows.
SMILES,FID counter,CRFBP-R2 block,HCV NS3 hel inh,CRFR2-BP ag,MEKK2 mut-MEK5,GalR3 antagonist,MEKK3 PB1 HTS,UBC9 SUMO inh,MEKK2 WT-MEK5
CC(=O)c1c(Nc2ccccc2)sc(C(=O)c2ccccc2)c1C,5,-25,4,0.1,-4,-2,100,-21,91
COc1ccc(OCc2cc(C(=O)NCC(C)Oc3cccnc3)no2)c(Cl)c1 (centres undefined),-35,-8,-13,-0.7,6,0,103,5,107
CN(C)c1oc(COc2ccccc2F)nc1C#N,-1,-4,-5,-2.1,4,-5,108,-10,105
O=C(CNC(=O)c1ccco1)Nc1ccc(Cl)cc1,-1,7,-6,2.3,3,-7,107,9,105
O=C(c1ccc(NS(=O)(=O)c2cccc(F)c2)cc1)N1CCCCC1,-26,16,7,0.6,14,-1,106,0,108
N/C(=N\OC(=O)Cc1cccs1)c1ccccc1,-2,-5,6,0.4,3,-4,101,3,101
Cc1ccc(/C=N/n2c(-c3cccc(Cl)c3)n[nH]c2=S)o1,-15,83*,11,0.4,4,-6,105,1,102
CCOc1ccc(-c2cc(C(=O)N3CCN(C)CC3)c3ccccc3n2)cc1,6,-5,-16,-1.7,6,-2,107,37,109
CN1CCN(C(=O)c2ccc(N3CCCC3=O)cc2)CC1,5,13,-5,7.8,3,-6,100,-8,105
O=C(O)c1ccc(OCCn2ccnc2)cc1,4,-11,-6,-0.2,7,·,116,-3,117

# One compound at a time, from the list above. Order of screens: FID counter, CRFBP-R2 block, HCV NS3 hel inh, CRFR2-BP ag, MEKK2 mut-MEK5, GalR3 antagonist, MEKK3 PB1 HTS, UBC9 SUMO inh, MEKK2 WT-MEK5
# `N/C(=N\OC(=O)Cc1cccs1)c1ccccc1` is listed as -2, -5, 6, 0.4, 3, -4, 101, 3, 101
# `O=C(CNC(=O)c1ccco1)Nc1ccc(Cl)cc1` is listed as -1, 7, -6, 2.3, 3, -7, 107, 9, 105

# The list goes on:
SMILES,FID counter,CRFBP-R2 block,HCV NS3 hel inh,CRFR2-BP ag,MEKK2 mut-MEK5,GalR3 antagonist,MEKK3 PB1 HTS,UBC9 SUMO inh,MEKK2 WT-MEK5
CCCCCCCCNC(=O)/C(C#N)=C/c1ccc2c(c1)OCCO2,0,-40,-8,4.7,8,-4,95,1,99
CN(c1ccccc1)S(=O)(=O)c1cccc(NC(=O)CSc2ncn[nH]2)c1,-4,9,-5,-1.7,8,-6,101,12,110
O=S(=O)(c1ccc2c(c1)OCCO2)N1CCC(n2nnc3cc(C(F)(F)F)ccc32)CC1,-7,2,-10,-0.7,-4,-1,80,6,87
Oc1ccc(C(=S)N2CCCC2)cc1,-6,12,2,-1.1,0,-8,101,-1,103
COC(=O)C(C(=O)OC)C(C[N+](=O)[O-])c1ccc(OC)cc1 (centres undefined),1,9,2,-0.3,-1,-4,98,-6,95
c1ccc(-c2nnc(SCC3CCCCO3)nc2-c2ccccc2)cc1 (centres undefined),-22,17,-1,-0.9,-1,2,112,2,102
COc1ccccc1CNC(=O)COC(=O)c1ccc(S(=O)(=O)N2CCCC2)cc1,-4,-9,-4,0.8,3,1,102,14,101
CC(C)n1nc(C(=O)Oc2ccc(Cl)cc2)c2ccccc2c1=O,3,-67,-6,-2.1,2,-10,103,-3,103
COc1cc(C)ccc1OCc1cc(C(=O)N2CCCCCCC2)no1,-38,-1,-4,-0.4,4,-4,102,-6,107
Cc1ccc(-c2cc(C(=O)NCc3ccc4c(c3)OCO4)no2)cc1,-12,4,-6,4.0,6,3,107,7,104
O=C(Nc1ccccc1)N1CCCN(c2nccc(C(F)(F)F)n2)CC1,-17,-2,21,-1.3,9,-2,105,1,103
FC(F)(F)c1cccc(NC(=S)Nc2ccc(Cl)c(Cl)c2)c1,3,5,3,-5.0,-37,4,82,-2,91
C/C=C/c1ccc(OCCOCCOc2cccc3cccnc23)c(OC)c1,-21,-17,-6,-2.6,0,-5,131,-2,106
O=C(O)c1cc(S(=O)(=O)Nc2ccccc2Cc2ccccc2)ccc1Cl,-20,4,9,-0.5,-2,-10,101,3,100
Cc1ccc(C(=O)NN2C(=O)c3ccc(S(=O)(=O)c4ccc(C(=O)O)cc4)cc3C2=O)cc1,-3,-3,-7,-2.1,2,-2,101,-4,101
O=C(COc1ccc(S(=O)(=O)NC2CCCCC2)cc1)N1CCN(c2cccc(Cl)c2)CC1,-34,-31,-13,19,4,-6,101,-10,98
C=CCc1ccc(OCCOCCNCCCC)c(OC)c1,9,8,-2,-0.8,10,-1,106,21,112
CCOC(=O)C1=C(C)N=c2sc(=C(C)C)c(=O)n2C1c1ccc(N(C)C)cc1 (centres undefined),-3,14,5,1.6,-1,-8,96,·,93
CN(C)c1ccc(NC(=S)NC(=O)/C=C/c2ccc(Cl)cc2)cc1,-2,5,1,0.7,2,0,105,1,101
O=C(CSc1nc2ccccc2s1)NC1CCCc2ccccc21 (centres undefined),-25,-16,-4,-1.4,9,0,97,-11,95
O=C(Cn1cnc2ccccc21)N/N=C/c1ccccn1,2,-10,2,1.2,10,1,104,-6,105
COc1cc(OC)c(OC)cc1CNc1nnnn1C,-5,14,-6,-1.2,14,-9,105,8,103
Cc1c(C(=O)OCCOc2ccccc2)[nH]c2c1C(=O)CCC2,-8,27,-1,-0.6,1,-5,95,-13,96
COc1ccc(/C=N/OC(=O)Nc2ccccc2OC)cc1,-18,3,-3,-1.6,-1,-5,113,14,106
O=C(NNc1c(Cl)cc(Cl)cc1Cl)c1cccc([N+](=O)[O-])c1,7,-17,13,0.1,-2,-6,98,-9,94
O=C(COC(=O)c1cccnc1)NC1CCCc2ccccc21 (centres undefined),-7,-5,-3,12,-8,5,100,14,87
O=C(CSC1=NCCS1)Nc1nc(-c2ccccc2)cs1,-11,-32,-8,4.0,·,0,·,-2,·
COCCC(=O)N1CCC(Oc2ccc(C(=O)NCc3csc(C)n3)cc2)CC1,-30,8,6,-0.5,4,3,105,14,103
CC(C)CN1C(=O)C(=O)N(CC(=O)N2CCC(Cc3ccccc3)CC2)C1=O,-16,2,10,-2.0,-3,-7,98,-1,94
COc1ccccc1NC(=O)c1nnn(CC(=O)Nc2cccc(SC)c2)c1N,4,-3,4,-0.5,1,0,100,7,99

# Taken from above:
# In CRFR2-BP ag, COc1ccc(/C=N/OC(=O)Nc2ccccc2OC)cc1 reads -1.6
# In MEKK2 WT-MEK5, O=C(COC(=O)c1cccnc1)NC1CCCc2ccccc21 (centres undefined) reads 87
# In CRFBP-R2 block, O=C(Cn1cnc2ccccc21)N/N=C/c1ccccn1 reads -10
# In CRFR2-BP ag, O=C(CSC1=NCCS1)Nc1nc(-c2ccccc2)cs1 reads 4.0

# Remaining list, next part:
SMILES,FID counter,CRFBP-R2 block,HCV NS3 hel inh,CRFR2-BP ag,MEKK2 mut-MEK5,GalR3 antagonist,MEKK3 PB1 HTS,UBC9 SUMO inh,MEKK2 WT-MEK5
N#Cc1nc(Cc2cccc3ccccc23)oc1N1CCOCC1,-18,2,1,-8.4,-6,·,79,-12,86
Cc1ccc(NC(=O)C2Oc3ccccc3OC2C)cc1 (centres undefined),-8,4,3,-0.6,8,-9,99,-3,103
CCC(=O)Nc1cc(C(=O)OC(C(=O)c2ccc(C)c(C)c2)c2ccccc2)ccc1C (centres undefined),-25,10,-17,2.6,0,-1,102,-24,101
CSc1nc2c(c(=O)[nH]1)C(c1cccc(Br)c1)CC(=O)N2 (centres undefined),-4,-22,1,0.6,-3,-4,84,14,88
COc1ccc(-c2sc(Nc3ccccc3)n[n+]2-c2ccc(F)cc2)c(C)c1C,-12,-4,-79,0.3,37*,-6,110,-6,141*
O=C(NNC(=O)C12CC3CC(CC(C3)C1)C2)c1cccc(O)c1,-4,2,6,-0.7,4,-12,101,7,103
O=C(Nc1ccc(Cl)c(S(=O)(=O)N2CCOCC2)c1)c1ccc2c(c1)OCCO2,-15,-5,5,0.0,-4,-6,108,6,103
CC(Cc1nnc(SCC(=O)O)n1N)c1ccccc1 (centres undefined),-3,13,7,-0.6,1,-1,103,20,101
Cc1ccccc1C1=NC(C(F)(F)F)(C(F)(F)F)c2c(n(-c3ccc(F)cc3)c(=O)[nH]c2=O)N1,-20,0,8,-0.2,-5,-1,85,17,92
CC(C)(C)c1nnc(NC(=O)C2c3ccccc3Oc3ccccc32)s1,-19,-48,-14,4.6,-12,-6,45*[inhibitor],-17,39*[inhibitor]
OCC1(Cc2ccccc2)CCN(Cc2ccc(-c3ccco3)cc2)CC1,16,-20,-18,6.3,-5,-8,105,0,118
CCCCN1C(=O)C(=O)N(CC(=O)Nc2cc(OCC)c(N3CCOCC3)cc2OCC)C1=O,-21,-4,2,1.9,-16,2,87,-9,80
Cn1c(=O)c2c(ncn2CC(=O)N2CCN(S(=O)(=O)c3ccccc3)CC2)n(C)c1=O,-8,-2,4,0.6,5,-1,106,7,113
CCCCNCc1cc(Br)c(OCC(=O)NCc2ccccc2)c(OC)c1,18,-11,-10,1.7,6,0,104,-4,112
Cc1cc2n(c(=O)c1C#N)CCCN2c1ccccc1,-3,5,0,-1.2,8,-4,106,16,106
O=C(Nc1ccc(Br)cc1F)C1CC(=O)N(C2CCCCC2)C1 (centres undefined),-16,-22,10,-1.7,1,0,100,-20,103
O=C(c1cc2c(s1)-c1ccccc1OC2)N1CCCC1,-6,11,-8,-0.6,3,-3,99,33,100
CCc1ccccc1NC(=O)CSc1nc2n[nH]c(C)c2c(=N)n1-c1cccc(OC)c1,-25,4,1,-1.0,19,-6,114,-28,140*
O=C(CSc1nnc(CNC(=O)c2c(F)cccc2Cl)o1)NCCc1ccccc1,-16,4,10,-0.5,3,-10,100,10,101
O=C(N/N=C/c1cccnc1)c1[nH]ncc1Br,7,-6,-8,0.6,-14,0,69,1,70
CCOc1ccccc1N1CCN(C(=O)NCc2ccc(Cl)cc2)CC1,-39,3,-1,-3.2,-10,-11,90,-11,85
CO/N=C(\CS(=O)(=O)Cc1ccc(OC)cc1)c1ccc(Cl)cc1,-4,24,-4,-1.0,5,-9,98,5,100
CCCCC(=O)NC1(C(F)(F)F)C(=O)N(Cc2ccco2)C(C)=C1C(=O)OC (centres undefined),-7,2,1,-0.6,-2,-10,100,-7,97
CCCCCc1cc(O)c2c(C)cc(=O)oc2c1,6,16,-8,12,0,-6,96,6,94
O=C(O)C1CCCCC1C(=O)NCCc1ccncc1 (centres undefined),2,-11,8,-1.6,16,-2,110,-2,108
COc1ccccc1CCC(=O)Nc1cccc(S(=O)(=O)N2CCCC2)c1,-25,-10,-7,-0.2,7,-4,104,6,110
Cc1ccc(/C=N/NC(=O)CN2CCN(Cc3ccccc3)CC2)o1,-1,-6,3,0.3,-11,1,91,12,94
COc1ccccc1/C=C1\N=C(C(C)(C)C)OC1=O,-15,1,0,-0.1,-2,-8,100,0,100
Cc1cc(C)n(CC(=O)c2ccc(Cl)cc2)n1,-6,-4,3,0.1,-1,1,101,-7,99
CCNC(=S)N/N=C/c1ccc(OCC(=O)Nc2ccc(C)cc2)cc1,-21,9,-5,0.3,2,·,104,21,97
S=C(c1cn(CCOc2cccc3ccccc23)c2ccccc12)N1CCCC1,-8,-13,-4,4.6,0,2,103,-5,103
